Assay outcomes deposited in PubChem by several laboratories.
IEC-6 tox – cytotoxicity in IEC-6 intestinal epithelial cells, primary screen, cytotoxicity control for KLF5 inhibitor project, cell-based, luminescence; IEC-6 cytotoxicity, luminescence viability; inhibition, % at 5 µM; hit rate 0.78% among 290,000; AID 1825, 2009; in the data active means inhibition above about 22%;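 further: 0% = plate median of test compound wells and 100% = cytotoxic reference compound wells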
HIF activator – HIF pathway transcriptional activators, primary screen, cell-based, U2OS HRE-luciferase, luminescence | U2OS HRE-luciferase reporter; normalized: DMSO 0%, desferrioxamine 100% | activation, % at 7.5 µM (by protocol) | hit rate 0.32% among 300,000 | AID 1910, 2009;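 active means mean activation of at least 10% of the iron chelator positive control signal, with at least half of replicates also reaching 10%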
HSF1 inh – HSF1 inhibitors in luciferase reporter cells, primary screen, cell-based, NIH3T3, luminescence | NIH3T3-HGL HSE-luciferase, MG132-induced, luminescence 8 h; active compounds read low | activity change, negative = inhibition, % at 7.5 µM (by protocol) | hit rate 0.77% among 300,000 | AID 2098, 2009;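 active means more than half of replicate wells show activity change below -50%, luminescence cut by over half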;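 further: luciferase reports HSF-1 transcriptional activity via heat shock element; 0% = median of DMSO wells and -100% = zero luminescence signal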
GSK3B inh – human GSK3beta kinase inhibitors, primary screen, biochemical, cell-free homogeneous, HTS. GST-GSK3beta kinase, ADP-Glo luminescence, 60 min; active compounds read low. activity score (negative = inhibition), % at 10 µM. hit rate 0.038% among 300,000;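 active means more than half of replicate wells score below -50%, meaning over 50% inhibition versus plate controls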;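 further: 0% = median DMSO wells and -100% = median GW8510 positive control wells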
Target sequence (P49841 whole entry, looked up): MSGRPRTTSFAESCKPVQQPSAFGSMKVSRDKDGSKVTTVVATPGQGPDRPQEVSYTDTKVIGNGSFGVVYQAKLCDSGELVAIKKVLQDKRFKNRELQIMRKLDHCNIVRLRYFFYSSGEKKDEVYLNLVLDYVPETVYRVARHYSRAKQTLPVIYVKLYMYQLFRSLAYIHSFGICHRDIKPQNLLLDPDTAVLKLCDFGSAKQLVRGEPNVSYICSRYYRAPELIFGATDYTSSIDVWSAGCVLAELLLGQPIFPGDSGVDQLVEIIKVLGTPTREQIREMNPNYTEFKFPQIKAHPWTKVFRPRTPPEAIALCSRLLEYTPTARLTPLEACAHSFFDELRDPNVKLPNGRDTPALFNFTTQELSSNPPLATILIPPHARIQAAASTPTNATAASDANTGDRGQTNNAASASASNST
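test system = GST-tagged human GSK3beta kinase, cell-free | reagent = 25 µM ATP with peptide substrate | dosing = one dose of 10 µM per compound | schedule = 60 min reaction, RT | detection = luminescent ADP-Glo measurement of ADP formed | control set = DMSO neutral wells and GW8510 at 20 µM as positive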
aSyn 5UTR inh – MLPCN primary screen, SNCA 5' untranslated region; alpha-synuclein 5'UTR reporter, inhibitor activity; inhibition, % (tested at 7.5 µM); hit rate 0.82% among 300,000; AID 1813, 2009; in the data active means inhibition above about 60%;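 further: H4 neuroglioblastoma cells stably carrying SNCA 5'UTR luciferase fusion; 0% = DMSO wells and 100% = positive control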
GSK3 alpha inh – blockers of GSK3A enzyme activity – biochemical, luminescence, cell-free homogeneous, HTS, primary screen. Glycogen synthase kinase-3 alpha (Homo sapiens), P49840. AID 2650, 2010. inhibition, % at 10 µM. hit rate 0.1% among 320,000. GSK-3 alpha kinase, ADP-Glo luminescence, 60 min;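 in the data active means inhibition above about 50%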;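 further: GST-tagged GSK-3 alpha with peptide substrate and 25 µM ATP; 0% = DMSO neutral wells and 100% = GW8510 positive control wells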
Target sequence (P49840 whole entry, looked up): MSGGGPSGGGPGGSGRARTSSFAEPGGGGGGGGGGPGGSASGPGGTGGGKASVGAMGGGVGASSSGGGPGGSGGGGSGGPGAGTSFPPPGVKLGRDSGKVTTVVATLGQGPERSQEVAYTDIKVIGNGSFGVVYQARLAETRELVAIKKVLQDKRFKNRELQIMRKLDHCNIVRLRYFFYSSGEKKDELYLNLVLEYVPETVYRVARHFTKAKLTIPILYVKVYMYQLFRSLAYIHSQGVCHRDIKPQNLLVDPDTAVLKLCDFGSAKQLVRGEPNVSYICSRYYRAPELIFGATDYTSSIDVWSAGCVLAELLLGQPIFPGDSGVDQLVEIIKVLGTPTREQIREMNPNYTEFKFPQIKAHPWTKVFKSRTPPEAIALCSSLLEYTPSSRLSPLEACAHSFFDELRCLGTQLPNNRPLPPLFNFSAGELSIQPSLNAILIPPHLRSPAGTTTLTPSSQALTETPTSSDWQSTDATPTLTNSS
HSP90 inh – HSP90 inhibitors, primary screen, cell lysate, luminescence. AID 1789, 2009. inhibition, % at 5.6 µM. Rabbit reticulocyte lysate, luciferase refolding luminescence, 3 h. Heat shock protein HSP 90 (rabbit reticulocyte lysate; luciferase refolding). hit rate 0.91% among 290,000;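 active means inhibition above the screen-wide mean plus 3 SD, computed separately per campaign, cut at about 16% in these data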;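 further: 0% = DMSO wells and 100% = 60 µM geldanamycin wells; inhibitors lower the luminescence because luciferase stays unfolded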
KLF5 inh – KLF5 expression inhibitors, primary screen, DLD-1 cells, luminescence; DLD-1 KLF5 promoter-luciferase reporter; inhibition, % at 5 µM; hit rate 0.23% among 290,000; AID 1700, 2009;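 active means inhibition above a per-plate limit of that plate's mean compound inhibition plus 3 SD, cut at about 60% in these data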;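 further: 0% = DMSO wells and 100% = LY294002 at 200 µM; higher means less KLF5 promoter-driven luciferase light; inactives centre near -14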
AI-2 QS modul – Vibrio harveyi AI-2 quorum sensing modulators, primary screen, JMH597 strain, luminescence/OD600 ratio | AID 2094, 2009 | Vibrio harveyi JMH597 AI-2 luminescence/OD600 ratio, 9 h; active compounds read low; strain lacks LuxN and CqsS sensors; 0 = neutral-control median | activity change, % at 7.5 µM | hit rate 0.4% among 300,000; in the data active means activity change below about -75%, passing the limit was not always enough;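 further: luminescence divided by OD600 gain over 9 h not by final OD600 alone; inactives centre near 13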
HSF-1 act – HSF-1 activators, primary screen, NIH3T3-HGL cells, MG132 stress, luminescence, single point; AID 504408, 2011; NIH3T3-HGL HSF-1 luciferase reporter, 8 h; 100% = twice DMSO control signal; activation, % at 9 µM; hit rate 1.7% among 300,000;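 active means mean replicate activation of at least 50% with a set share of replicates each reaching 50%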;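 further: 0% = median of the neutral control wells and 100% = twice that signal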
Numbers without * were called inactive; · = not tested or not shown.

Order of results: IEC-6 tox	HIF activator	HSF1 inh	GSK3B inh	aSyn 5UTR inh	GSK3 alpha inh	HSP90 inh	KLF5 inh	AI-2 QS modul	HSF-1 act
COc1ccc(NC(=O)c2cc3cc(OC)ccc3oc2=O)cc1
  ·	0.1	1.4	1.5	-37.6	1.0	·	·	11.1	20.7
N=c1c2c(ncn1CCCO)Oc1ccc3ccccc3c1C2c1ccccc1 (stereo unspecified)
  2.6	-0.4	1.0	-7.9	-13.6	1.9	1.1	-12.0	2.2	1.9
COc1ccc(CNC(=O)c2ccc3ccccc3n2)cc1
  -2.9	1.8	9.5	-2.4	-39.3	-2.4	-0.6	-31.0	-57.9	21.6
COc1cccc(C(=O)NC2CCCc3ccccc32)c1 (stereo unspecified)
  4.2	0.8	3.2	-2.0	11.6	0.1	8.0	-11.3	7.6	27.3
C/C(CCc1ccco1)=N\NC(=O)CNc1c(Br)cc(Br)cc1Br
  2.0	0.2	6.5	-0.3	14.6	-0.7	-0.9	-9.4	9.4	8.6
O=C(CNC(=O)c1ccc(Cl)cc1)c1ccc(Br)cc1
  -0.9	2.3	2.3	5.6	-7.6	-2.4	3.0	-38.4	-0.1	12.2
O=C(Nc1cc(=O)[nH]c2ncnn12)c1ccc(Cl)cc1Cl
  -2.2	4.3	-3.6	0.3	-6.3	2.6	-0.9	-12.9	6.6	-4.5
Cc1cccc(-c2cccc(NC(=O)C3CCCN(C(=O)c4cccnc4)C3)c2)c1 (stereo unspecified)
  6.7	0.1	20.8	-2.1	22.9	·	-5.1	-50.7	11.6	66.6*
O=C1C2CCCN2C(c2ccccc2F)N1c1ccc(F)cc1 (stereo unspecified)
  1.4	-0.6	-4.9	-0.3	-31.6	-1.3	-0.2	15.5	2.8	-3.4
COc1cc2c(cc1OC)CN(C(=S)Nc1ccccc1)CC2
  -3.1	·	2.6	3.0	-3.6	-3.5	-2.4	-10.1	-3.0	11.7
CCOc1cc(C2CC(=O)N3CN(C4CCCCC4)CSC3=C2C#N)ccc1O (stereo unspecified)
  3.0	-0.5	-7.4	-20.2	-8.2	28.5	0.8	-8.4	21.7	-16.6
Cc1cccc2cc(CN(Cc3cccnc3)C(=O)c3cccs3)c3nnnn3c12
  -2.7	-0.7	8.3	0.8	-0.5	-2.9	-4.6	-0.6	20.5	0.8
CCn1cc(S(=O)(=O)Nc2ccc3c(c2)OCCO3)cn1
  -1.0	-0.9	-80.5*	-3.4	-35.6	-3.1	15.9	-17.1	21.6	-82.9
Cc1ccc2c(c1)[C@@H]1CN(C)CC[C@@H]1N2S(=O)(=O)c1ccc([N+](=O)[O-])cc1
  -3.3	-0.1	2.9	1.1	-6.0	-0.2	3.6	2.0	48.8	5.5
COc1cccc(CN2C(=O)[C@H]3Cc4c([nH]c5ccccc45)C(C)(C)N3C2=O)c1
  ·	1.2	4.0	-2.8	17.4	-0.7	·	·	5.6	-4.7
O=S(=O)(NCCc1ccccn1)c1ccc(OC(F)(F)F)cc1
  0.6	-0.4	-2.0	0.9	1.5	-1.2	0.7	-24.4	1.3	-1.4
CC(=O)c1cccc(NC(=O)c2c(C)nn(-c3ccccc3)c2Cl)c1
  4.5	1.0	4.5	0.1	-15.8	0.2	2.0	-89.0	-33.9	8.0
Cc1ccc(OCC(=O)NNc2c3ccccc3nc3ccccc23)cc1
  9.1	-0.1	5.3	-0.7	23.3	-1.1	7.0	-37.8	0.2	42.4
Fc1ccc(Br)cc1SCCc1ccncc1
  3.1	-2.5	10.3	3.4	-4.6	-3.2	0.8	-33.9	-25.3	-13.1
CCN1C(=O)CC(C(=O)NC)SC1=Nc1cc(Cl)c(O)c(Cl)c1 (stereo unspecified)
  -6.6	-0.7	-1.5	-2.5	-5.4	·	-2.0	5.5	15.2	24.5
N#CCCS(=O)(=O)c1ccc(N)cc1
  -2.2	0.7	-4.6	2.8	9.2	-0.5	-1.3	-8.7	9.1	0.3
CC(C)(C)c1ccc(C(=O)Oc2ccccc2CCC(=O)O)cc1
  -6.5	-0.1	2.3	-1.3	1.2	-1.7	-2.2	-15.3	49.3	3.0
COc1ccc(/C=C/C(=O)OCc2cccc([N+](=O)[O-])c2)cc1
  -3.9	1.8	1.1	7.5	12.7	-3.5	2.2	-10.6	8.7	-19.8
O=C(/C=C/c1ccco1)NC(=S)Nc1cccc(C(=O)O)c1
  -15.0	0.7	1.9	-1.6	-12.9	2.0	-2.3	-17.3	12.6	-2.6
COc1cc2c(cc1OC)-c1cc(OCc3ccccc3Cl)nc(=O)n1CC2
  -0.7	-0.1	17.0	1.5	39.5	-0.2	8.8	-23.5	1.5	9.3
CCOC(=O)[C@@H]1[C@H]2COc3ccc(Br)cc3[C@@H]2N2C(=O)N(c3ccc(Br)cc3)C(=O)[C@]12C
  -2.0	0.5	8.6	-0.7	23.7	-2.7	0.7	-19.5	4.6	-5.5
CC(C)Oc1ccc(CSC(=N)N)cc1
  0.6	0.0	-8.4	-0.5	-27.8	-2.1	2.7	-20.6	22.7	-5.6
Cc1ccc(Cn2nnc3c(=O)n(CC(=O)NCc4ccccc4)cnc32)cc1
  3.7	2.2	-1.5	-3.2	-15.5	·	-1.8	-10.0	23.1	8.7
CCCOC(=O)CSC1=C(C#N)C(c2ccccc2Cl)CC(=O)N1 (stereo unspecified)
  -1.6	0.3	6.5	2.1	-5.1	·	-2.0	-8.5	15.0	25.3
Oc1ccc(C2C(c3ccccc3)=NN=C(c3ccc(Cl)cc3)N2O)c(O)c1 (stereo unspecified)
  -0.4	0.8	19.9	0.9	-72.4	0.6	-5.5	-49.4	11.7	21.0

2 of the compounds above, as comma-separated lines.
SMILES,IEC-6 tox,HIF activator,HSF1 inh,GSK3B inh,aSyn 5UTR inh,GSK3 alpha inh,HSP90 inh,KLF5 inh,AI-2 QS modul,HSF-1 act
CCN1C(=O)CC(C(=O)NC)SC1=Nc1cc(Cl)c(O)c(Cl)c1 (stereo unspecified),-6.6,-0.7,-1.5,-2.5,-5.4,·,-2.0,5.5,15.2,24.5
N#CCCS(=O)(=O)c1ccc(N)cc1,-2.2,0.7,-4.6,2.8,9.2,-0.5,-1.3,-8.7,9.1,0.3

The listing continues:
Order of results: IEC-6 tox	HIF activator	HSF1 inh	GSK3B inh	aSyn 5UTR inh	GSK3 alpha inh	HSP90 inh	KLF5 inh	AI-2 QS modul	HSF-1 act
CC(=O)c1csc(COc2ccccc2)n1
  -2.8	0.4	-3.1	0.4	-108.9	-0.5	-2.2	-50.6	12.2	-0.4
CCOC(=O)c1cc2c(ccn2C)n1CC(=O)Nc1ccc(F)cc1
  -0.9	0.4	2.7	0.4	-1.6	0.8	-1.6	5.3	9.0	-4.1
CCOc1ccc(C(C)=O)cc1CSc1nc(C)cc(C)n1
  -2.1	-0.4	3.9	-1.0	11.9	-2.3	-3.0	-9.7	16.0	3.3
CCOC(=O)COn1c(=O)c[n+]([O-])c2ccccc21
  5.7	2.4	-11.1	-0.6	5.4	-4.1	2.3	18.2	13.8	-1.6
Cc1cc(C)cc(NC(=O)Nc2ccc3c(c2)CCC3)c1
  5.4	1.3	16.0	-0.9	-30.7	-1.9	-1.2	-68.8	15.0	23.3
CC1Cc2nc(SCC(=O)Nc3ccc(F)cc3)n(C)c(=O)c2S1 (stereo unspecified)
  2.2	-0.4	9.0	-2.8	8.6	-1.8	2.0	-10.6	14.8	1.9
O=C(CSc1nc(=O)n2ccccc2n1)NC1CCCCC1
  ·	0.2	-0.8	0.4	0.2	-2.1	·	·	22.3	4.7
CCOC(=O)C1=C(C)NC2=C(C(=O)CCC2)C1c1cccnc1 (stereo unspecified)
  2.2	-0.1	2.9	1.6	31.3	-1.5	-2.1	7.7	-4.8	-3.1
CCOCCCNc1c(CC)c(C)c(C#N)c2nc3ccccc3n12
  -3.6	0.3	5.1	-4.3	23.4	-0.6	0.2	-21.6	12.5	12.0
Cc1sc(NC(=O)c2cccs2)c(C(N)=O)c1C
  5.1	2.5	6.9	5.4	-254.8	1.9	-3.4	-37.3	19.6	33.3
O/N=C1/C2C3CC4C5C3C1C5C1(OCCO1)C42 (stereo unspecified)
  -2.2	60.7*	2.7	-2.7	-1.4	1.1	-2.1	-28.7	43.3	-5.9
O=C(/C=C/c1cn(-c2ccccc2)nc1-c1ccc2c(c1)OCCO2)NCCO
  8.3	0.0	14.0	-2.5	29.1	-4.2	-2.9	-14.2	2.2	28.4
Cc1cc(C)c(S(=O)(=O)NCC(=O)NCc2ccccn2)c(C)c1
  -1.1	-1.6	0.6	1.1	7.3	0.2	-0.1	4.9	1.4	-6.0
CC(C)Nc1nc(-c2ccncc2)nc(-c2ccccc2)c1C#N
  3.2	-0.3	-5.1	2.0	31.8	-1.4	8.0	-14.6	2.5	-22.9
COc1ccc(C(=O)Nc2ccccc2C(N)=O)cc1
  -6.4	0.2	8.3	·	-17.3	-0.5	-7.4	-159.3	·	19.5
CS(=O)(=O)Nc1ccc(C(=O)N2CCN(c3ccccc3F)CC2)cc1
  -3.8	·	·	1.1	·	-0.8	1.8	-44.4	13.8	·
CNCc1ccccc1OCc1ccccc1F
  -0.2	-0.6	-1.8	-0.2	19.8	3.8	-2.5	-21.9	-5.2	-8.7
Cc1ccc(NC(=O)c2ccc3c(SCC(=O)O)c4c(nc3c2)CCCC4)c(Br)c1
  0.3	0.7	-0.6	5.2	-15.0	-2.8	-1.7	-22.1	13.7	2.5
Cc1cc(C(=O)COC(=O)/C=C/c2cccc(F)c2)c(C)n1C
  -0.1	0.5	-7.2	0.5	-6.5	1.7	-1.1	-11.7	21.2	4.2
Cc1cccc(N(C(=O)c2csnn2)C(C(=O)NCc2ccccc2)c2cccs2)c1 (stereo unspecified)
  5.6	-0.1	2.4	2.3	-1.0	-0.9	2.0	-11.6	-10.0	-3.2
CCc1cc2c(=O)c(-c3nc4ccccc4n3C)c(C)oc2c(CN(CC)CC)c1O
  0.3	0.6	-0.6	-1.1	7.2	·	2.2	-38.4	13.3	4.7
CCOC(=O)C1CCN(S(=O)(=O)c2cc(Br)cc3c2N(C(=O)C2CC2)CC3)CC1
  0.3	-0.1	-4.4	-7.1	-0.1	-0.8	-1.7	13.8	8.8	36.4
CCOc1ccc(NCc2nnc(SCC(=O)Nc3cc(C)on3)n2-c2ccccc2OC)cc1
  4.1	1.7	-36.0	-2.6	-101.0	-0.5	4.9	-39.0	19.0	-47.2
C#CCN(CC=C)C(=O)c1ccc2nc(C3CCCCC3)oc2c1
  2.2	0.1	5.1	2.6	-32.3	0.2	-5.8	-30.4	-24.8	9.0
